OPRM1-OPRD1 ag = OPRM1-OPRD1 heterodimerization agonism. AID 504326. hit rate 0.3% among 340,000. activation, % at 9.3 µM. P35372+P41143. cells, luminescence; in the data active = activation above about 18%;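 note: 0% = vehicle-treated cells and 100% = reference agonist; values of inactives mirror those of a sister screen read the other way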
Target sequence (P35372 whole entry, looked up): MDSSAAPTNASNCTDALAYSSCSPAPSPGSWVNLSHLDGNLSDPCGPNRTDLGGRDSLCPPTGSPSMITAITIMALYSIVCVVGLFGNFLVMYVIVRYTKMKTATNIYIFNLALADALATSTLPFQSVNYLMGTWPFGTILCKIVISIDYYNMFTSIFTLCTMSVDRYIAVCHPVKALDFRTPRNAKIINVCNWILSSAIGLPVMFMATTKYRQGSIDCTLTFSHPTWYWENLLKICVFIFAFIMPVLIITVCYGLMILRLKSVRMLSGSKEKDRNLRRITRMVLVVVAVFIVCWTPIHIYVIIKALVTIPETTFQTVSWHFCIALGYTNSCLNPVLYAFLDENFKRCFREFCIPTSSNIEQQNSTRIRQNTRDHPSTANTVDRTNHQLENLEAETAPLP
Target sequence (P41143 whole entry, looked up): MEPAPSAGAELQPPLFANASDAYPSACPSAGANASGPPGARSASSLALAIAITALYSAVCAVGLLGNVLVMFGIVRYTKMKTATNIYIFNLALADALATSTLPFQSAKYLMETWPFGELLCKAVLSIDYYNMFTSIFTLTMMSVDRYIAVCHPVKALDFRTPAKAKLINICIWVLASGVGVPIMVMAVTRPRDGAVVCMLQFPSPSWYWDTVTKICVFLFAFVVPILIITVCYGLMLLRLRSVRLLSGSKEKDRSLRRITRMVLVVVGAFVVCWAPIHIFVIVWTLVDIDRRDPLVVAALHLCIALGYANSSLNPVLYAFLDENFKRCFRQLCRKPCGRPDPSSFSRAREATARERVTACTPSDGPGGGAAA
Ecoli viability = counter-screen for AddAB inhibitors: E. coli growth inhibition; E. coli V3065 growth, OD600 absorbance, 18 h; inhibition, % at 11.9 µM; hit rate 0.27% among 330,000; AID 449728;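 active = inhibition above the campaign's mean inhibition across all tested compounds plus 3 SD, cut at about 9.9% in these data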;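 note: uninfected addAB+ strain grown without phage in ampicillin broth; 0% = DMSO wells and 100% = ciprofloxacin 0.95 µg/ml wells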
Tat transport = blocks Tat-dependent protein export in E. coli; inhibition, % at 10 µM; E. coli MC4100 TorA-mCherry Tat export, fluorescence; hit rate 0.036% among 340,000;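 active = mean replicate inhibition at least 50% and at least half of replicates individually reaching 50%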;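 note: exported cargo escapes ClpAP degradation while cytoplasmic cargo is degraded and loses fluorescence; 0% = median of neutral control wells and 100% = median of NaSCN control wells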
Arrestin-AP2 inh = blocks beta-arrestin peptide binding to AP2 adaptin. inhibition, % at 10 µM. FITC-arrestin peptide / GST-AP2 beads, flow cytometry; AP2 beta2 appendage carries R879A mutation. AID 504490. hit rate 0.31% among 340,000;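 active = inhibition above a set limit, near 3 SD of compounds lacking own fluorescence, cut at about 54% in these data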;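 note: plate controls were DMSO wells for no effect and 5 µM unlabelled arrestin peptide for full effect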
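Test system: GST-tagged AP2 beta2-adaptin appendage (R879A) on 4 µm glutathione beads; also added: fluorescein-tagged arrestin peptide at 50 nM final; timing: 12 min plus 1 h, RT; signal: flow cytometry, FL1 (488/535 nm); read-out: percent drop in bead-associated FITC signal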
phage Ecoli inh = E. coli growth loss with phage present; growth absorbance; hit rate 0.26% among 360,000; AID 651602; inhibition, % at 11.9 µM; in the data active = inhibition above about 11%
PKA-R1A activ = PKA-R1A complex activation; P00514+P68181; activation, % at 11.4 µM; hit rate 0.083% among 340,000; AID 504707; PKA-R1A dissociation, Cy5-IP20 fluorescence polarization; scaled: DMSO 0%, 113 µM cGMP 100%;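 active = percent activation above the mean of all tested compounds plus 3 SD, cut at about 19% in these data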;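 note: higher means more PKAc released from R1A so a rise in polarization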
Pemphigus Ab inh = inhibitors of pemphigus antibody binding to human desmoglein-3. P32926. DSG3-coupled beads, scFv-anti-DSG3-GFP binding, flow cytometry; active compounds read low. binding (percent of control), % at 10 µM. hit rate 0.48% among 310,000;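 active = binding more than 3 SD below its plate's average and above zero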;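 note: hits lower antibody fragment binding to DSG3; some compounds called inactive have numbers as strong as hits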
AddAB inh = less growth of phage-infected E. coli with AddAB. E. coli expressing H. pylori AddAB, absorbance growth. inhibition, % at 11.9 µM. hit rate 0.29% among 330,000; in the data active = inhibition above about 12%;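 note: 0% = vehicle wells of infected cells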
Mot1-301 SUMO = inhibitors of SUMOylation pathway: yeast Mot1-301 growth rescue | S. cerevisiae Mot1-301 growth rescue, ATP luminescence, 38.5C; percent above DMSO median, 100 means doubled | growth rescue, % at 18.8 µM | hit rate 1% among 320,000 | AID 2716;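 active = every valid replicate shows activation above 250% relative to neutral control wells; inactive = the rest, any valid replicate at or below 250%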;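 note: OY570 slx delta 5 strain wells were the positive control but not used for scaling; some compounds called inactive have numbers as strong as hits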
PfHsp90 yeast 2 = reduces growth (ATP signal) of yeast expressing P. falciparum Hsp90; AID 504621; inhibition, % at 9.4 µM; S. cerevisiae expressing PfHsp90, BacTiter-Glo ATP, 48 h; yeast lacking PDR1 and PDR3 efflux regulators; hit rate 0.32% among 310,000;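 active = every replicate shows inhibition above about 80%, whatever the replicate mean, limit read from the data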;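 note: 0% = DMSO neutral controls and 100% = 20 µM radicicol positive controls; yeast relying on Plasmodium falciparum Hsp90 in place of its own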
OPRM1-OPRD1 inv = inverse agonist of human OPRM1-OPRD1 heterodimerization | P35372+P41143 | cell-based MOR-DOR heterodimer luminescence, inverse agonism | inhibition, % at 9.3 µM | hit rate 0.21% among 340,000 | AID 504357; in the data active = inhibition above about 22%, passing the limit was not always enough;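 note: 0% = cells with DMSO and 100% = wells without cells with DMSO; values of inactives mirror those of a sister screen read the other way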
Active calls of the source: *; i = inactive; . = no result given.

SMILES	OPRM1-OPRD1 ag	Ecoli viability	Tat transport	Arrestin-AP2 inh	phage Ecoli inh	PKA-R1A activ	Pemphigus Ab inh	AddAB inh	Mot1-301 SUMO	PfHsp90 yeast 2	OPRM1-OPRD1 inv
CCOC(=O)C1(Cc2ccccc2Cl)CCN(S(=O)(=O)N(C)C)CC1	-1.9	-0.2	1	-6	0.3	-9	101	2.6	110	12	10
NC(=O)c1ccc(-c2noc(-c3ccccc3F)n2)cc1	-0.6	3.9	2	-6	1.8	-4	101	1.9	-4	4	3
CCN(CC)S(=O)(=O)c1ccc2[nH]cc(C(=O)NCCN3CCCCCC3)c(=O)c2c1	2.3	-1.2	8	9	0.6	1	86	-0.1	-18	15	-12
CC(=O)Nc1ccc(S(=O)(=O)Oc2ccccc2N2C(=O)C3C4CCC(C4)C3C2=O)cc1 (stereo not drawn)	-0.7	-0.3	10	34	2.0	-9	101	2.4	0	-10	5
NNC(=O)c1cccn(Cc2ccc(Cl)cc2Cl)c1=O	2.8	-1.4	7	17	-0.4	-2	124	-1.8	-1	-4	-12
Cc1noc(C)c1C(=O)N1CCN(Cc2ccccc2)CC1	-2.7	-0.2	-3	-1	3.6	-5	108	1.6	-15	45	12
CCOc1ccc(N2C(=O)CC(N(CCc3ccc(OC)c(OC)c3)C(=S)Nc3ccccc3)C2=O)cc1 (stereo not drawn)	-0.5	-0.6	-7	18	2.7	-1	98	1.5	-7	-2	3
O=C(Nc1cccc(Cl)c1)c1cc(F)cc2c1OCOC2	-0.4	-3.8	-10	4	0.8	-14	111	-1.3	-6	-13	2
O=C(NCCCc1ccccc1)c1cccc(NC(=O)c2ccccc2)c1	-2.4	.	-7	8	4.7	4	104	.	.	3	11
CCN(CC)CCn1c2c(c(SCC(=O)Nc3cc(C)on3)nc1=O)CCCC2	-2.6	0.3	5	29	2.6	-15	99	-1.0	-11	-10	13
Cn1ncc(Br)c1C(=O)OCC(=O)Nc1nc(-c2ccccc2)cs1	-2.9	-1.8	-11	25	2.9	-5	97	2.0	-5	.	17
COc1ccc(-c2cc(C(=O)Nc3nc4c(C)cccc4s3)c3ccccc3n2)cc1OC	5.6	-3.2	-8	6	1.3	15	97	-0.5	.	12	-30
CCOC(=O)/C=C/[C@H]1CC(c2ccccc2)(c2ccccc2)CO1	6.8	-0.8	3	-12	1.9	-13	102	1.4	-5	1	-39
Cc1ccc2c(Cl)c(C(=O)Nc3cc(C)on3)sc2c1	-0.7	-0.9	-3	13	0.8	2	114	0.6	-7	4	4
O=C(CCn1nc(-c2ccc(Cl)cc2)c2ccccc2c1=O)NCCN1CCOCC1	-0.8	0.2	-12	21	1.4	-7	93	5.1	-4	.	4
C/C(Cn1nnc2ccccc21)=N\OC(=O)c1cc(F)c(F)cc1Cl	1.8	-0.7	0	11	3.5	1	89	0.8	-1	.	-13
CCN(C(=O)Cc1c(C(=O)O)n(C)c2ccccc12)c1cccc(C)c1	-1.2	-0.8	-8	-4	2.2	8	93	-0.3	-8	-22	6
CCN(CC)S(=O)(=O)c1cccc(NC(=O)c2ccc(C#N)cc2)c1	-0.8	0.8	0	10	-0.6	1	114	4.6	-6	.	4
Cc1cc(-c2nnc(CCC(=O)N3CCN(Cc4cccnc4)CC3)o2)c(C)o1	-3.2	0.8	1	10	3.2	-3	100	2.5	2	-16	15
COc1ccc(-c2csc(N3CCC(c4ccccc4)C3)n2)cc1 (stereo not drawn)	-0.6	-0.8	0	17	2.3	5	.	-0.9	i	3	4
Cc1cc(NC(=O)c2ccc3nc(-c4ccccc4)c(-c4ccccc4)nc3c2)no1	1.5	-1.1	9	6	3.4	2	95	1.9	-8	-24	-8
O=C(CSc1nc2c(c(=O)[nH]1)CN(Cc1ccc(F)cc1)CC2)Nc1ccc(F)cc1	0.7	0.3	1	-5	3.4	1	96	2.0	-12	2	-5
Nc1nc(CCl)nc(Nc2cccc3ccccc23)n1	.	3.0	.	38	3.2	.	102	3.9	-23	.	.
COc1ccc(-c2noc(-c3ccccc3F)n2)cc1	1.3	0.0	-2	23	-0.6	11	105	-2.3	20	6	-7
Cc1ccc(S(=O)(=O)N2CCN(C3CC(=O)N(c4ccc(F)cc4)C3=O)CC2)cc1C (stereo not drawn)	0.9	-1.5	-3	37	7.5	-3	97	0.8	-15	16	-5

Compounds above that have an NH in an aromatic ring:
SMILES	OPRM1-OPRD1 ag	Ecoli viability	Tat transport	Arrestin-AP2 inh	phage Ecoli inh	PKA-R1A activ	Pemphigus Ab inh	AddAB inh	Mot1-301 SUMO	PfHsp90 yeast 2	OPRM1-OPRD1 inv
CCN(CC)S(=O)(=O)c1ccc2[nH]cc(C(=O)NCCN3CCCCCC3)c(=O)c2c1	2.3	-1.2	8	9	0.6	1	86	-0.1	-18	15	-12
O=C(CSc1nc2c(c(=O)[nH]1)CN(Cc1ccc(F)cc1)CC2)Nc1ccc(F)cc1	0.7	0.3	1	-5	3.4	1	96	2.0	-12	2	-5

The main list resumes; the four compounds before the break are reprinted first.
SMILES	OPRM1-OPRD1 ag	Ecoli viability	Tat transport	Arrestin-AP2 inh	phage Ecoli inh	PKA-R1A activ	Pemphigus Ab inh	AddAB inh	Mot1-301 SUMO	PfHsp90 yeast 2	OPRM1-OPRD1 inv
O=C(CSc1nc2c(c(=O)[nH]1)CN(Cc1ccc(F)cc1)CC2)Nc1ccc(F)cc1	0.7	0.3	1	-5	3.4	1	96	2.0	-12	2	-5
Nc1nc(CCl)nc(Nc2cccc3ccccc23)n1	.	3.0	.	38	3.2	.	102	3.9	-23	.	.
COc1ccc(-c2noc(-c3ccccc3F)n2)cc1	1.3	0.0	-2	23	-0.6	11	105	-2.3	20	6	-7
Cc1ccc(S(=O)(=O)N2CCN(C3CC(=O)N(c4ccc(F)cc4)C3=O)CC2)cc1C (stereo not drawn)	0.9	-1.5	-3	37	7.5	-3	97	0.8	-15	16	-5
Cc1cccc(OCc2nnc(SCc3cc(=O)n4cc(Br)ccc4n3)o2)c1	-3.6	-3.0	3	-9	2.8	2	95	-0.7	.	9	18
COCCN(C(=O)COC(=O)c1c(NC(C)=O)sc(C)c1C)c1c(N)n(Cc2ccccc2)c(=O)[nH]c1=O	-1.2	-0.2	-1	-4	4.3	-11	101	-1.0	5	-7	8
CCC(C)[C@H](NS(=O)(=O)c1ccc(C)cc1)C(=O)N1CCC(C(=O)N[C@H](C(=O)O)c2ccccc2)CC1 (stereo partly drawn)	-2.3	-0.2	1	-6	2.8	-12	101	2.4	22	-22	13
Cc1nc(N2CCOCC2)nc(N2CCCC2)c1[N+](=O)[O-]	-1.2	-1.9	-3	12	0.1	5	99	3.3	-7	6	6
COCCNC(=O)c1cccc2c1-c1ccccc1C2=O	-0.6	-0.8	-12	-6	1.7	-10	97	0.8	-3	0	2
Cc1nn(-c2ccc(C(=O)O)cc2)c2c1C(=O)CC(C)(C)C2	-2.0	3.0	-3	-14	0.6	-1	97	1.4	136	11	11
CCC(Sc1nnnn1-c1ccccc1)C(=O)NC(C)c1ccccc1 (stereo not drawn)	0.7	-1.6	-6	1	.	-13	98	1.0	12	20	-4
CC(C)(C)c1ccc(OCC(=O)Nc2ccc(C(=O)Nc3ccccc3C(=O)O)cc2)cc1	-3.4	2.6	-3	-10	3.2	-8	101	-0.7	1	0	18
Cc1ccccc1C(=O)Nc1ccnn1C1CCN(CCCc2ccccc2)CC1	-2.4	.	6	-2	1.2	-1	105	.	-7	-9	13
COc1ccc(C(=O)Nc2ccc3[nH]c(-c4cccc(OC)c4)cc(=O)c3c2)cc1	-3.3	0.7	-8	6	3.7	0	93	3.1	194	-11	19
O=C(NCC1CCCCC1)c1ccc(F)cc1Cl	-2.4	-0.5	0	-24	0.7	-15	95	2.9	-5	19	12
CCCCN(C)C(=O)c1ccc(CS(=O)(=O)c2ccccc2C)o1	-0.2	-0.3	11	0	1.1	-3	108	3.3	249	-57	1
CSc1nc2ccccc2cc1/C=C(\C#N)c1cccc(Cl)c1	-1.2	1.7	4	5	1.8	7	.	5.6	55	2	5
Cc1cc(C(=O)N/N=C/c2cc(Br)ccc2OC(=O)c2ccccc2)n[nH]1	0.3	-4.8	0	-7	-3.4	4	93	-3.6	-6	-9	-1
O=C(CCCCCN1C(=O)c2ccccc2C1=O)Nc1ccc(S(=O)(=O)N2CCCCC2)cc1	3.0	0.1	9	6	2.5	0	104	-1.0	-19	-16	-15
O=C(CSc1ccc(-c2ccco2)nn1)N1CCCCCC1	-1.2	-4.0	10	-2	0.9	-7	87	0.6	0	-76	5
O=C(O[C@@H]1OC2COC(=O)c3cc(O)c(O)c(O)c3-c3c(cc(O)c(O)c3O)C(=O)O[C@@H]([C@H]1O)[C@@H]2O)c1cc(O)c(O)c(O)c1	0.3	23*	-1	23	.	-7	89	22*	-12	-7	-2
O=C(Cc1cccs1)Nc1nnc(SCC(=O)N2CCCCC2)s1	0.0	-1.4	-3	1	0.3	-12	97	0.8	1	.	0
CCOC(=O)c1c(-c2ccccc2)oc2ccc(O)c(CN3CCN(C)CC3)c12	1.5	0.8	1	-9	3.2	-6	85	3.1	128	-12	-8
Cc1ccc(Cl)cc1N1CCN(S(=O)(=O)c2c(C)nc3scc(C)n3c2=O)CC1	-0.7	1.4	7	19	3.1	-2	105	-0.2	-21	-14	3
Cc1cccc(N2C(=O)N3[C@@H]4c5ccccc5OC[C@@H]4[C@@H](c4ccccc4)[C@]3(C)C2=O)c1	1.5	1.2	6	5	.	10	99	3.5	-2	33	-8
O/N=C(\Cn1ccnc1)c1ccccc1	-3.7	.	-9	4	0.6	-7	127	.	.	-20	18
O=C(NNC(=O)c1cc(-c2ccncc2)nc2ccccc12)c1ccccc1F	-3.1	0.5	-3	-5	-1.2	0	80	0.6	-2	.	13
O=C(NCCOCc1ccccc1)C(c1ccccc1)c1ccccc1	-1.4	0.1	3	8	-1.5	-4	.	0.7	-2	-12	7
CCc1ccccc1NC(=O)CCOc1ccccc1	-1.7	-1.2	-5	6	.	-10	99	-0.2	179	22	8
CCc1cccc2sc(N(CCCN3CCOCC3)C(=O)CS(=O)(=O)c3ccccc3)nc12	4.2	-0.5	0	-19	2.7	0	101	-0.4	25	-14	-27
Nc1c(C(=O)N/N=C/c2ccc(Cl)cc2)cnn1-c1ccccc1	1.3	0.1	3	6	1.2	-8	.	-0.3	-3	-31	-6
COc1ccccc1OCC(=O)N1CCN(S(=O)(=O)c2ccc(Cl)cc2)CC1	-1.0	.	-8	3	2.5	-11	98	.	.	9	5
